Compound activity as filed in PubChem BioAssay.
FBW7 act – activators of human E3 ligase FBW7 | Q969H0 | 650,000 compounds, 0.13% hits | AlphaScreen FBW7–phospho-cyclin E peptide binding, activator screen | normalized activity (activation), % at 26.1 µM; in the data active means normalized activity above about 1.9%;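 further: purified mutant Fbw7 with reduced substrate affinity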
GPR151 ag – human GPR151 activation; activation, % at 11.2 µM; PathHunter beta-arrestin GPR151 cells, luminescence; 650,000 compounds, 1% hits; Q8TDV0; in the data active means activation above about 4.9%;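 further: 0% = median of compound wells and 100% = cells with positive control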
Target sequence (Q8TDV0 whole entry, looked up): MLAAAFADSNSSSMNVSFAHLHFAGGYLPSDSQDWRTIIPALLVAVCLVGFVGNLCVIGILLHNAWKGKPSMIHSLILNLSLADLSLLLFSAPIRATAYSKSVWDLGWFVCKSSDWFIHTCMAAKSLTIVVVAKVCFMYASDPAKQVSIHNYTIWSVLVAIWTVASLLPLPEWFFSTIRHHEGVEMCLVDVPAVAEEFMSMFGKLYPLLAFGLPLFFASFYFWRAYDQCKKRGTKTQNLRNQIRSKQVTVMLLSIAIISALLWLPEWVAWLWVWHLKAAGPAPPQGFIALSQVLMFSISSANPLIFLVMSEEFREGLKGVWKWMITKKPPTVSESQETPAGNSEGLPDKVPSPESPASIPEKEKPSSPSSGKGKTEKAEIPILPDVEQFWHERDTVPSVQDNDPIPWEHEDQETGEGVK
MITF primary – human MITF inhibition, primary screen. AID 1259374. 650,000 compounds, 0.91% hits. AlphaScreen MITF homodimerization, bead proximity signal. inhibition, % at 2.6 µM. O75030; in the data active means inhibition above about 50%;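 further: 0% = vehicle wells with protein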
Target sequence (O75030 whole entry, looked up): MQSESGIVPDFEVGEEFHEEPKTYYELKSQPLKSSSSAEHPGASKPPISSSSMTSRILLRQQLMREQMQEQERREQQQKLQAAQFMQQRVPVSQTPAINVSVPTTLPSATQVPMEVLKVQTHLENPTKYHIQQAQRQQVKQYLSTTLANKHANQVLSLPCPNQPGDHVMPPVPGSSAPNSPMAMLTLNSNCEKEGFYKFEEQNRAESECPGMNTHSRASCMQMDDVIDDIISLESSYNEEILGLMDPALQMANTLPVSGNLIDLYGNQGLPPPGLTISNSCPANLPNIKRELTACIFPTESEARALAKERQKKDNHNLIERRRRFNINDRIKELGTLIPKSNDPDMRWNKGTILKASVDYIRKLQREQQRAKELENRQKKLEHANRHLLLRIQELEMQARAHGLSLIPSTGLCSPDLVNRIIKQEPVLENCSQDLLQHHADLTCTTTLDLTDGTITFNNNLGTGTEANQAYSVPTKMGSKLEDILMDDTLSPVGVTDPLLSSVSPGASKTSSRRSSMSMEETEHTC
TEAD-YAP inh – TEAD-YAP interaction inhibition | HEK-TIYL cells, TEAD-Gal4/YAP UAS-luciferase luminescence | inhibition, % at 9.12 µM | 640,000 compounds, 1.4% hits | AID 1259422; in the data active means inhibition above about 32%;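 further: 0% = median of test compound wells and 100% = reference inhibitor wells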
* marks the source's active call; other numbers are inactive results.

SMILES	FBW7 act	GPR151 ag	MITF primary	TEAD-YAP inh
CN1/C(=C\C(=O)c2ccco2)c2ccccc2CC1(C)C	-0.2	1.5	8	2
C=CCC(CC=C)(NC(=O)CCC(=O)OC)c1ccccc1	0.0	2.6	8	-1
CCN(CC)C(=O)C1CCCN(S(=O)(=O)c2cc([N+](=O)[O-])ccc2N2CCCCCC2)C1 (stereo not given)	-0.2	-0.6	8	1
Cc1ccc(-c2nc(C3CCCN3C(=O)NC(C)C)n3ccccc23)cc1 (stereo not given)	-0.7	1.0	-12	-10
CCOC(=O)c1c(-c2ccc(Br)cc2)csc1NC(=O)C#Cc1ccccc1	-0.1	0.0	-5	-1
COc1ccc(/C=C/c2ccc([N+](=O)[O-])cc2)c(OC)c1	0.4	-1.0	-11	-46
O=C(OCc1c(F)cccc1Cl)c1ccc2c(c1)OCCO2	0.3	-0.8	15	-9
O=C(Cc1ccsc1)N1CCC(c2ccnc3nc(C(F)(F)F)nn23)CC1	0.0	-1.2	2	-4
COc1cccc(CNc2c(-c3ccc(C)c(C)c3)c(=O)c2=O)c1	0.0	4.7	-13	-4
CCn1c(=O)c([N+](=O)[O-])c(N2CCCCC2)c2ccccc21	0.4	0.8	2	-1
CCN(CC)C(=S)SCC(=O)N1c2cc(C)c(C)cc2C(C)=CC1(C)C	0.1	1.8	4	-4
O=C(NCc1nc2ccccc2[nH]1)c1csc(-c2cccs2)n1	0.0	0.8	23	-8
CC(=O)Oc1ccc2oc(=O)sc2c1	0.2	-1.4	6	3
CCCC1=C/C(=C/c2ccc(-c3ccc(C)cc3)o2)C(=O)O1	0.0	-0.9	6	-10
CCCC(=O)NC(c1ccc2c(c1)OCO2)c1cc([N+](=O)[O-])c2cccnc2c1O (stereo not given)	-0.3	0.0	44	18

The last five records of the part before come first, to join the parts.
SMILES	FBW7 act	GPR151 ag	MITF primary	TEAD-YAP inh
CCN(CC)C(=S)SCC(=O)N1c2cc(C)c(C)cc2C(C)=CC1(C)C	0.1	1.8	4	-4
O=C(NCc1nc2ccccc2[nH]1)c1csc(-c2cccs2)n1	0.0	0.8	23	-8
CC(=O)Oc1ccc2oc(=O)sc2c1	0.2	-1.4	6	3
CCCC1=C/C(=C/c2ccc(-c3ccc(C)cc3)o2)C(=O)O1	0.0	-0.9	6	-10
CCCC(=O)NC(c1ccc2c(c1)OCO2)c1cc([N+](=O)[O-])c2cccnc2c1O (stereo not given)	-0.3	0.0	44	18
COc1ccccc1-c1cc(N)n(S(=O)(=O)c2cccc3nsnc23)n1	-0.1	1.6	17	-6
CNC(=O)C1CCN(S(=O)(=O)c2c(C)noc2C)CC1	0.2	0.2	-1	-2
CCCCN(C)C(=O)c1sc2ncn(CC(=O)N3CC(C)CC(C)C3)c(=O)c2c1C (stereo not given)	0.2	0.6	4	10
COc1ccc2nc(Cl)c(CN(C(=O)c3cnccn3)C3CCCC3)cc2c1	-0.1	0.9	-4	4
CC(=O)c1ccc(NC(=O)COc2ccc(Cl)cc2Cl)cc1	-0.3	-1.3	5	-4
CCCCC(=O)Nc1ccc(Cl)cc1C	0.0	-0.3	-6	-4
CC(=O)N/N=C(\C)c1ccc(Br)cc1Br	0.1	0.2	2	-4
COC(=O)C1=C(C)NC(=S)NC1c1c(Cl)cccc1Cl (stereo not given)	-0.1	-1.2	-6	7
CCC(=O)Nc1sc2c(c1C(=O)Nc1ccc(OC)cc1)CCC(C(C)(C)C)C2 (stereo not given)	0.0	8.8*	1	-1
COc1ccc2nc(NC(=O)c3sc4nc[nH]c(=O)c4c3C)sc2c1	0.1	-0.1	-10	-9
CC(C)n1cnc2c(NC3CC3)nc(Nc3cccnc3)nc21	-0.1	-0.9	-3	23
O=C(Nc1ccc(Br)cc1)c1cccc(N2C(=O)CCC2=O)c1	0.0	1.8	8	-5
Cc1cc(Br)ccc1N=C1NC(=O)CS1	0.1	-0.2	-4	4
COC(=O)C(NC(=O)C(c1ccccc1)c1ccccc1)C12CC3CC(CC(C3)C1)C2 (stereo not given)	0.1	1.6	9	-3
COC(=O)c1ccccc1NC(=O)c1cc2sccc2n1C	0.0	-0.2	14	10
O=C(CNC(=O)c1ccccc1)NCC(=O)OCc1ccccc1F	-0.1	-0.4	2	0
Cc1cc(=O)n(Cc2ccc(OC(C)C)cc2)c(=S)[nH]1	-0.2	-1.1	5	5
COCCNC(=O)/C(C#N)=C/c1cn(-c2ccccc2)nc1-c1ccc(OC)c(OC)c1	0.1	2.0	12	4
CC(=O)c1cc2cc([N+](=O)[O-])ccc2o1	-0.1	-0.5	-7	0
C/C(=N\Nc1ccc(S(N)(=O)=O)cc1[N+](=O)[O-])c1ccc(Cl)c(Cl)c1	0.2	2.0	2	5
CCOC(=O)CSc1nc2c(sc(=S)n2-c2ccc(C(=O)OCC)cc2)c(=O)n1-c1ccc(F)cc1	-0.1	-0.5	10	-22
CN1CCN(c2nc(NCCc3ccccc3)c3ccccc3n2)CC1	0.0	-0.4	-7	-2
COc1ccc(OC)c(-n2nnc(-c3nc(-c4ccncc4)no3)c2N)c1	0.1	-2.7	16	-2
CC(=O)Oc1ccc(C2OC(=O)C3(CCCCC3)C(=O)C2(C)C)cc1 (stereo not given)	0.2	-0.1	-2	15
COC(=O)c1ccc2c(=O)n(Nc3nc(C)cc(C)n3)c(SCc3cccc(F)c3)nc2c1	-0.1	-0.1	-2	2
CN(CCOC(=O)C1COc2ccccc2O1)C(C)(C)C (stereo not given)	0.0	0.3	15	2
Cc1ccc(NC(=O)c2cc3nc(-c4ccc(C)cc4)cc(C(F)(F)F)n3n2)cc1	-0.1	0.3	6	-1
COC(=O)C1=C(C)NC(=S)NC1c1cc(C)ccc1C (stereo not given)	0.5	-1.7	14	8
C=CCN1C(c2ccc(C)cc2)=CS/C1=C(\C#N)C(=O)OCC	-0.1	2.1	5	-6
CCCOc1ccc(C2NC(=O)NC(C)=C2C(=O)OC2CCCCC2)cc1 (stereo not given)	0.0	0.5	11	-2

An excerpt from above in order of heavy-atom count, high to low:
SMILES	FBW7 act	GPR151 ag	MITF primary	TEAD-YAP inh
COc1ccc(OC)c(-n2nnc(-c3nc(-c4ccncc4)no3)c2N)c1	0.1	-2.7	16	-2
CN1CCN(c2nc(NCCc3ccccc3)c3ccccc3n2)CC1	0.0	-0.4	-7	-2
CC(=O)c1cc2cc([N+](=O)[O-])ccc2o1	-0.1	-0.5	-7	0

Other compounds
SMILES	FBW7 act	GPR151 ag	MITF primary	TEAD-YAP inh
Cc1cc(Cl)ccc1NC(=O)CCC(=O)N/N=C/c1cc([N+](=O)[O-])ccc1O	0.3	-0.1	13	-7
CC(=O)OCCNc1cc(SC2=NCCS2)c2nonc2c1[N+](=O)[O-]	0.0	3.4	5	7
COc1cc(C(=O)OCc2cccc([N+](=O)[O-])c2)cc(OC)c1OC	0.0	-2.5	7	1
CCNc1nccc(NCCOc2ccccc2)n1	0.0	1.0	-3	-10
O=C(Cc1ccccc1)N1CCOc2ccc(-c3ccncc3)cc21	0.0	-0.3	8	-4
O=C(CSc1nnc2c3ccccc3n(CCc3ccccc3)c2n1)Nc1ccc(F)c(F)c1	0.0	-0.7	10	8
O=C(c1ccc(Sc2ccc(Br)cc2)c([N+](=O)[O-])c1)N1CCCCCC1	-0.3	-0.9	11	10
Cc1ccc(C)c(NC(=O)c2cc(=O)c3cc(C)ccc3o2)c1	0.2	-0.5	14	2
Cc1ccc(-c2nnc(Nc3ccc(C(N)=O)cc3)c3ccccc23)cc1S(=O)(=O)N1CCCCC1	-0.1	0.2	1	-20
O=C(O)[C@H]1CN(C(=O)CN2CCCC2=O)C[C@@H]1c1ccccc1F	0.0	1.7	7	-1
Cc1nc(CC2(C)C(=O)Nc3cccc(Cl)c32)cs1 (stereo not given)	0.0	-0.5	4	-6
CCOCCOC(=O)COc1ccc2c(=O)c(-c3ccc(Cl)cc3)c(C(F)(F)F)oc2c1	-0.1	0.1	21	9
Cc1cccc(C(=O)N[C@H]2C[C@H]3C(=O)N[C@@H](CC(C)C)C(=O)N3C2)c1	0.8	-1.2	20	3
COc1ccc(-n2nc(C(=O)NCCCN3CCN(C)CC3)c3ccccc3c2=O)c(OC)c1	0.0	2.9	7	-2
Cc1ccc(C2CC(c3cccs3)=NN2C(=O)CSc2nnc(CNC(=O)c3ccco3)n2-c2ccccc2)cc1 (stereo not given)	0.1	-0.5	6	-1

Compounds listed so far that have an aryl thioether with sulfur outside any ring, in the order listed:
SMILES	FBW7 act	GPR151 ag	MITF primary	TEAD-YAP inh
CCOC(=O)CSc1nc2c(sc(=S)n2-c2ccc(C(=O)OCC)cc2)c(=O)n1-c1ccc(F)cc1	-0.1	-0.5	10	-22
COC(=O)c1ccc2c(=O)n(Nc3nc(C)cc(C)n3)c(SCc3cccc(F)c3)nc2c1	-0.1	-0.1	-2	2
O=C(CSc1nnc2c3ccccc3n(CCc3ccccc3)c2n1)Nc1ccc(F)c(F)c1	0.0	-0.7	10	8
O=C(c1ccc(Sc2ccc(Br)cc2)c([N+](=O)[O-])c1)N1CCCCCC1	-0.3	-0.9	11	10
Cc1ccc(C2CC(c3cccs3)=NN2C(=O)CSc2nnc(CNC(=O)c3ccco3)n2-c2ccccc2)cc1 (stereo not given)	0.1	-0.5	6	-1

The list goes on.
SMILES	FBW7 act	GPR151 ag	MITF primary	TEAD-YAP inh
CC[C@@H]1NC(=O)[C@@H]2C[C@H](NC(=O)OCc3ccccc3)CN2C1=O	0.0	5.8*	7	0
COc1ccc(OC)c(C2C(C(=O)Nc3nc4ccccc4s3)=C(C)NC3=C2C(=O)CCC3)c1 (stereo not given)	0.1	0.6	8	-1
CCCNC(=O)c1cnc(N2CCCC2CO)s1 (stereo not given)	0.3	-2.5	10	1
COCCn1c(-c2ccccc2)c(NC(=O)c2ccc(Cl)cc2)sc1=Nc1ccccc1	-0.1	0.6	-6	-2
CC(C(=O)O)N1C(=O)C2C3CC(C2C1=O)C1C3N=NN1c1ccc([N+](=O)[O-])cc1 (stereo not given)	0.1	-0.5	2	1
O=C1CC(c2cccc(O)c2)C2=C(CC(c3cccs3)CC2=O)N1 (stereo not given)	0.7	0.8	18	9
CCN(CC)S(=O)(=O)c1ccc(-c2csc(=Nc3cccc(C(F)(F)F)c3)n2Cc2ccc3c(c2)OCO3)cc1	-0.2	-0.7	7	0
CCCNC(=O)c1csc(N2CCC(N3CCOCC3)CC2)n1	0.2	-0.7	22	1
CCC(C)C1N=C2c3ccccc3N=C(SCc3ccc(Cl)cc3)N2C1=O (stereo not given)	0.1	-1.7	-4	-12
CC(NC(=O)Cn1ncc2ccsc2c1=O)C12CC3CC(CC(C3)C1)C2 (stereo not given)	-0.1	1.1	1	3
O=S(=O)(O)C/C(=C\c1ccccc1)c1cc[n+](CCO)cc1	0.0	-1.2	-15	5
Cc1ccccc1NCN1C(=O)C2CCCCC2C1=O (stereo not given)	-0.1	-0.4	-1	-9
CCC(C)NC(=O)c1c(C)nc2c(C)cccn12 (stereo not given)	0.0	-1.0	11	-4
COC(=O)c1cccc(Nc2cc(C)nc3ccc(C(=O)OC)cc23)c1	0.3	-0.8	-8	-4
Cn1c(=O)c2c3c(sc2n2c(SCC(=O)Nc4ccccn4)nnc12)CCCC3	0.7	0.4	20	28
O=C1N=c2ccccc2=C1c1sc(=S)n(Cc2ccccc2)c1O	-0.2	4.3	-3	-5
CN1CCN(CC(=O)c2c(-c3ccccc3)n(C)c3ccccc23)CC1	-0.2	-0.4	57*	-11
COc1ccc(C2=NS(=O)(=O)N(C)C(C(=O)Nc3ccc(F)cc3F)=C2)cc1OC	-0.1	0.2	-3	23
